Screens deposited in PubChem BioAssay by The Scripps Research Institute Molecular Screening Center.
TEAD-YAP inh – TEAD-YAP interaction inhibition | HEK-TIYL cells, TEAD-Gal4/YAP UAS-luciferase luminescence | inhibition, % at 9.12 µM | 640,000 compounds, 1.4% hits; in the data active = inhibition above about 32%;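 also: 0% = median of test compound wells and 100% = reference inhibitor wells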
MITF inh – blocks human microphthalmia-associated transcription factor. AlphaScreen MITF homodimerization, bead proximity signal. inhibition, % at 2.6 µM. 650,000 compounds, 0.91% hits. AID 1259374; in the data active = inhibition above about 50%;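 also: 0% = vehicle wells with protein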
Target sequence (O75030 whole entry, looked up): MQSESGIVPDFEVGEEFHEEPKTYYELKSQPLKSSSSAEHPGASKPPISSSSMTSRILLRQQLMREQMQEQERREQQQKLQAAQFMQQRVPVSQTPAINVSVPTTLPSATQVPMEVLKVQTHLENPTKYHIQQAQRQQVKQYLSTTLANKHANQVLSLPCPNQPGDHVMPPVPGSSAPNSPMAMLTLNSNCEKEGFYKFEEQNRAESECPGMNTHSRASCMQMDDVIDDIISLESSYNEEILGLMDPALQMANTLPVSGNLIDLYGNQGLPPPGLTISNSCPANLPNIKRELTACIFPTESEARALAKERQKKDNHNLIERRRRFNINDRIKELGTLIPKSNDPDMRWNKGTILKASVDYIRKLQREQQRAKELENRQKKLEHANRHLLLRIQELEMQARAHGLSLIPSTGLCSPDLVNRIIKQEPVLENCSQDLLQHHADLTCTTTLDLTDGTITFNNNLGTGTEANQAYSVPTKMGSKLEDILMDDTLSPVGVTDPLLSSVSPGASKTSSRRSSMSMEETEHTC
GPR151 activ – human GPR151 activation | Q8TDV0 | PathHunter beta-arrestin GPR151 cells, luminescence | activation, % at 11.2 µM | 650,000 compounds, 1% hits | AID 1508602; in the data active = activation above about 4.9%;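 also: 0% = median of compound wells and 100% = cells with positive control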
Target sequence (Q8TDV0 whole entry, looked up): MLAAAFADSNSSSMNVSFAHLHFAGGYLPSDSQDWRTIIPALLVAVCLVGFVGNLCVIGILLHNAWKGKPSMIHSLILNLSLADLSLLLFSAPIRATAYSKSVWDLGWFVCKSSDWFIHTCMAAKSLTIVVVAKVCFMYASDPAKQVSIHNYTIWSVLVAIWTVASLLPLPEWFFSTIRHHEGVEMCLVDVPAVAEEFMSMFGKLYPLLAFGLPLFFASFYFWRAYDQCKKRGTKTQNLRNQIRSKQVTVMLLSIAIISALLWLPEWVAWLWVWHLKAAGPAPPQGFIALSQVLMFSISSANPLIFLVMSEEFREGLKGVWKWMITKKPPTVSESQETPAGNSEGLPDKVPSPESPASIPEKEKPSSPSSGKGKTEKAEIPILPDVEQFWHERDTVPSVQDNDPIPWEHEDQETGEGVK
FBW7 act – human FBW7 E3 ligase activation, primary screen | Q969H0 | AlphaScreen FBW7–phospho-cyclin E peptide binding, activator screen | normalized activity (activation), % at 26.1 µM | 650,000 compounds, 0.13% hits; in the data active = normalized activity above about 1.9%;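 also: purified mutant Fbw7 with reduced substrate affinity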
Starred values were filed as active, the others as inactive.

Screening CCN(CC)c1ccc(C(=O)NCc2ccco2)cc1 returned TEAD-YAP inh -45.9, MITF inh 8.1, GPR151 activ -0.9 and FBW7 act -0.2.
Screening C=CCn1c(=NC(=O)c2ccc([N+](=O)[O-])o2)sc2cc(S(C)(=O)=O)ccc21 returned TEAD-YAP inh 3.1, MITF inh -1.6, GPR151 activ -1.4 and FBW7 act -0.2.
`COc1cccc(C(=O)N(CCO)Cc2cc3cc(OC)ccc3[nH]c2=O)c1` gave TEAD-YAP inh 0.0, MITF inh -1.6, GPR151 activ 1.0 and FBW7 act -0.1.
Screening CCc1nc(-c2cc(OC)cc(OC)c2)cc2cc(OC)c(OC)cc12 returned TEAD-YAP inh -2.3, MITF inh 6.8, GPR151 activ -0.4 and FBW7 act -0.2.
`COc1ccc(N2CCN(c3ncnc4sc(C(=O)N5CCN(Cc6ccccc6)CC5)c(C)c34)CC2)cc1` gave TEAD-YAP inh 22.1, MITF inh 18.0, GPR151 activ 0.2 and FBW7 act -0.2.
Screening CCN(CC)C(=O)c1sc2nc3c(cc2c1N)CCCC3 returned TEAD-YAP inh -65.3, MITF inh 20.9, GPR151 activ -0.8 and FBW7 act 1.0.
COc1ccc(Cl)cc1NC(=O)CN(C)CC(=O)Nc1ccc(Br)cc1 was read as TEAD-YAP inh 4.7, MITF inh 6.4, GPR151 activ 7.5* and FBW7 act -0.1.
For CC(Cc1ccco1)NC(=O)Cc1ccc(F)cc1 (stereo not given) the results were TEAD-YAP inh -5.7, MITF inh 5.2, GPR151 activ -0.4 and FBW7 act -0.1.
O=C(Nc1cccc([N+](=O)[O-])c1)c1ncn[nH]1 was read as TEAD-YAP inh 5.5, MITF inh 30.4, GPR151 activ -5.2 and FBW7 act -1.0.
For O=c1ccc2c(OCCCCc3ccccc3)c3ccoc3cc2o1 the results were TEAD-YAP inh 5.4, MITF inh -5.4, GPR151 activ 2.6 and FBW7 act 0.1.
Screening Cn1c(N)c(S(=O)(=O)NCc2ccccc2)c(=O)n(C)c1=O returned TEAD-YAP inh -9.1, MITF inh 17.7, GPR151 activ -0.9 and FBW7 act 1.4.
Screening COc1ccc(-n2nnnc2SC(C)C(=O)c2c(C)[nH]c3ccccc23)cc1 (stereo not given) returned TEAD-YAP inh 7.7, MITF inh -1.2, GPR151 activ 1.4 and FBW7 act -0.1.
Screening Cc1ccc(NC(=O)c2cc(F)c(F)c(F)c2F)cc1S(=O)(=O)N(C)C returned TEAD-YAP inh 13.6, MITF inh 17.4, GPR151 activ 1.4 and FBW7 act 0.5.
Screening Oc1oc(-c2ccccc2F)nc1C=Nc1ccc(Br)cc1Br returned TEAD-YAP inh -3.3, MITF inh 12.2, GPR151 activ -0.4 and FBW7 act -0.1.
Screening CCCS(=O)(=O)n1nc(-c2ccccc2)cc1N returned TEAD-YAP inh -13.1, MITF inh 8.0, GPR151 activ -1.7 and FBW7 act -0.1.
For CCCNc1nc(OCC(F)(F)F)nc(OCC(F)(F)F)n1 the results were TEAD-YAP inh -1.2, MITF inh 7.4, GPR151 activ 0.2 and FBW7 act 0.1.
Screening CC1(C)CC(=O)C2=C(C1)N(c1cccc([N+](=O)[O-])c1)C(N)=C(C#N)C2c1ccc(Br)s1 (stereo not given) returned TEAD-YAP inh 0.3, MITF inh 5.5, GPR151 activ -0.7 and FBW7 act -0.4.
COc1cccc(CN2CCN(S(C)(=O)=O)[C@@H](C)C2)c1 was read as TEAD-YAP inh 12.2, MITF inh 0.8, GPR151 activ 1.9 and FBW7 act 0.1.
For Cc1cc(C)cc(NS(=O)(=O)c2ccc(-n3cccn3)cc2)c1 the results were TEAD-YAP inh 0.9, MITF inh 1.2, GPR151 activ 1.4 and FBW7 act 0.0.
`O=C(CN(Cc1ccc(F)cc1)C(=O)c1csnn1)NC1CCCC1` gave TEAD-YAP inh 2.7, MITF inh 5.8, GPR151 activ -0.3 and FBW7 act -0.1.

Random excerpt: seven entries already listed, in no set order.
Screening Cc1ccc(NC(=O)c2cc(F)c(F)c(F)c2F)cc1S(=O)(=O)N(C)C returned TEAD-YAP inh 13.6, MITF inh 17.4, GPR151 activ 1.4 and FBW7 act 0.5.
Screening CCCS(=O)(=O)n1nc(-c2ccccc2)cc1N returned TEAD-YAP inh -13.1, MITF inh 8.0, GPR151 activ -1.7 and FBW7 act -0.1.
Screening COc1ccc(-n2nnnc2SC(C)C(=O)c2c(C)[nH]c3ccccc23)cc1 (stereo not given) returned TEAD-YAP inh 7.7, MITF inh -1.2, GPR151 activ 1.4 and FBW7 act -0.1.
COc1ccc(Cl)cc1NC(=O)CN(C)CC(=O)Nc1ccc(Br)cc1 was read as TEAD-YAP inh 4.7, MITF inh 6.4, GPR151 activ 7.5* and FBW7 act -0.1.
Screening CC1(C)CC(=O)C2=C(C1)N(c1cccc([N+](=O)[O-])c1)C(N)=C(C#N)C2c1ccc(Br)s1 (stereo not given) returned TEAD-YAP inh 0.3, MITF inh 5.5, GPR151 activ -0.7 and FBW7 act -0.4.
Screening Cn1c(N)c(S(=O)(=O)NCc2ccccc2)c(=O)n(C)c1=O returned TEAD-YAP inh -9.1, MITF inh 17.7, GPR151 activ -0.9 and FBW7 act 1.4.
COc1cccc(CN2CCN(S(C)(=O)=O)[C@@H](C)C2)c1 was read as TEAD-YAP inh 12.2, MITF inh 0.8, GPR151 activ 1.9 and FBW7 act 0.1.

Later entries:
Screening CN(Cc1ccncn1)C(=O)CC1C(=O)NCCN1CC(c1ccccc1)c1ccccc1 (stereo not given) returned TEAD-YAP inh 8.7, MITF inh 1.4, GPR151 activ -0.2 and FBW7 act 0.0.
Screening CC1=CN2C(=O)C(Cc3ccccc3)(NC(=O)c3ccccc3)N=C2C=C1 (stereo not given) returned TEAD-YAP inh -12.6, MITF inh -13.8, GPR151 activ 0.3 and FBW7 act 0.1.
`CCCN1CCC(N2CCC(C(=O)O)CC2)CC1` gave TEAD-YAP inh 1.5, MITF inh 1.8, GPR151 activ 1.3 and FBW7 act 0.5.
`Cc1cccc(CN2CCC(CNS(=O)(=O)c3cc4c(cc3C)NC(=O)CO4)CC2)c1` gave TEAD-YAP inh -14.1, MITF inh 5.6, GPR151 activ -1.1 and FBW7 act -0.3.
`O=C1CC(C(=O)O)C2(CCCC2)O1` (stereo not given) gave TEAD-YAP inh -12.9, MITF inh -1.3, GPR151 activ -1.0 and FBW7 act 0.0.
Screening CCCOc1ccc(C2C(C#N)=C(N)Oc3n[nH]c(-c4ccccc4)c32)cc1 (stereo not given) returned TEAD-YAP inh 14.3, MITF inh 0.6, GPR151 activ -0.5 and FBW7 act -0.1.
Clc1ccc(OCc2nc3ccccc3n2CCOc2ccc3ccccc3c2)c(Cl)c1 was read as TEAD-YAP inh -4.2, MITF inh -11.7, GPR151 activ 1.3 and FBW7 act 0.0.
CC(=O)c1ccc(NC(=O)C(C)OC(=O)CCN=C2NS(=O)(=O)c3ccccc32)cc1 (stereo not given) was read as TEAD-YAP inh -15.0, MITF inh -3.2, GPR151 activ 2.9 and FBW7 act 0.0.
For O=C(Nc1ccc(F)cc1)c1oc2cccnc2c1NC(=O)C1CC1 the results were TEAD-YAP inh 12.6, MITF inh 11.1, GPR151 activ 0.6 and FBW7 act 0.2.
For COc1cc(/C=C2\C(=O)N(C)N=C2c2ccccc2)ccc1OCC(=O)Nc1ccccc1 the results were TEAD-YAP inh -41.2, MITF inh -18.3, GPR151 activ -0.4 and FBW7 act -1.0.
`CC(=O)c1c(C)[nH]c(C(=O)Nc2nccs2)c1C` gave TEAD-YAP inh -8.8, MITF inh 3.2, GPR151 activ 0.4 and FBW7 act -0.1.
`CN(CC(=O)NC1CCCCC1)S(=O)(=O)c1ccc2c(c1)c(=O)n(C)c(=O)n2C` gave TEAD-YAP inh 7.2, MITF inh 9.8, GPR151 activ -0.2 and FBW7 act 0.3.
CCOc1ccccc1N1CCN(C(=O)C2CCN(CC3CC=CCC3)CC2)CC1 (stereo not given) was read as TEAD-YAP inh 12.3, MITF inh 34.0, GPR151 activ -0.2 and FBW7 act 0.3.
`CS(=O)(=O)N(CC(=O)Nc1ccc(Br)cc1)c1ccc2c(c1)OCCO2` gave TEAD-YAP inh -1.4, MITF inh -10.3, GPR151 activ 3.7 and FBW7 act -0.4.
For CCN=C1S/C(=C\c2ccc(O)c(OC)c2)C(=O)N1CC the results were TEAD-YAP inh -8.8, MITF inh -0.3, GPR151 activ 1.7 and FBW7 act -0.3.
`COc1cc(C(=O)Nc2nc3c(s2)CN(C)CC3)cc(OC)c1OC` gave TEAD-YAP inh -10.3, MITF inh 2.8, GPR151 activ 1.6 and FBW7 act 0.1.
Screening O=C(NCN1CCCCC1)C12CC3CC(CC(C3)C1)C2 returned TEAD-YAP inh -3.8, MITF inh -10.0, GPR151 activ -0.5 and FBW7 act -0.2.
`COc1ccccc1C(NC(=O)C1CCCCC1)c1ccc2cccnc2c1O` (stereo not given) gave TEAD-YAP inh 61.0*, MITF inh 8.1, GPR151 activ 1.4 and FBW7 act -0.9.
COc1ccc(Cl)cc1Nc1ncnc2c1c(-c1ccccc1)cn2-c1ccc(F)cc1 was read as TEAD-YAP inh 1.0, MITF inh -4.8, GPR151 activ 0.4 and FBW7 act -0.1.
CCOC(=O)COc1cc(Br)c(/C=c2\sc3nc4ccccc4n3c2=O)cc1OC was read as TEAD-YAP inh 3.4, MITF inh 4.6, GPR151 activ -0.4 and FBW7 act 0.0.
Screening CCOP(=O)(OCC)c1nc(-c2ccc(Cl)cc2Cl)oc1NC returned TEAD-YAP inh -7.5, MITF inh -6.0, GPR151 activ 2.3 and FBW7 act 0.0.
For CC(C)c1nnc(C2CCN(C(=O)c3ccc4nc[nH]c4c3)CC2)o1 the results were TEAD-YAP inh 0.9, MITF inh 4.9, GPR151 activ 2.4 and FBW7 act 0.4.
`CC(=O)Oc1ccccc1N(/C=C1\Sc2ccccc2C1=O)C(C)=O` gave TEAD-YAP inh 0.1, MITF inh -22.3, GPR151 activ -0.1 and FBW7 act 0.6.
COc1ccc(S(=O)(=O)N(CCc2ccccc2)CC(=O)Nc2ccc(C)c(C)c2)cc1OC was read as TEAD-YAP inh 1.4, MITF inh -9.7, GPR151 activ -0.1 and FBW7 act 0.3.
For Fc1cccc(-c2nc3cccnc3nc2-c2cccc(F)c2)c1 the results were TEAD-YAP inh 13.2, MITF inh 1.6, GPR151 activ -0.5 and FBW7 act 0.0.
Screening Cc1csc(NC(=O)CN2CCCCCC2)n1 returned TEAD-YAP inh 21.6, MITF inh 22.4, GPR151 activ 2.2 and FBW7 act -0.3.
CN(CC(=O)NCC1CCCO1)S(=O)(=O)c1ccc2ccccc2c1 (stereo not given) was read as TEAD-YAP inh -5.5, MITF inh 4.4, GPR151 activ -0.3 and FBW7 act -0.1.
`O=C(NCC1CCCN(C2CCSCC2)C1)c1cccs1` (stereo not given) gave TEAD-YAP inh 8.1, MITF inh 9.3, GPR151 activ -1.7 and FBW7 act 0.3.
`COc1cccc(C(=O)NCC2CCCO2)c1` (stereo not given) gave TEAD-YAP inh 3.1, MITF inh -0.6, GPR151 activ 1.4 and FBW7 act -0.1.
For O=C(Nc1ccccc1Br)c1cc(S(=O)(=O)N2CCN(c3ccccc3Cl)CC2)ccc1F the results were TEAD-YAP inh -8.6, MITF inh 22.0, GPR151 activ -4.5 and FBW7 act 0.3.
`CC1=C(C(=O)Nc2nc3ccc(Br)cc3s2)C(c2ccccc2C)C2=C(CC(C)(C)CC2=O)N1` (stereo not given) gave TEAD-YAP inh -5.3, MITF inh -6.6, GPR151 activ 1.4 and FBW7 act 0.2.
CCOC(=O)c1c(NC(=O)CSc2nnc(CNC(=O)COc3ccccc3)n2-c2ccccc2OC)sc2c1CCC2 was read as TEAD-YAP inh 7.7, MITF inh -8.9, GPR151 activ -0.4 and FBW7 act 0.1.
`COc1ccc(C(=O)c2ccc3c(c2)OCCO3)cc1` gave TEAD-YAP inh -94.7, MITF inh -12.9, GPR151 activ -0.2 and FBW7 act -0.1.
`O=C(c1ccc2ccccc2c1)C1CCCN(C(=O)CCn2cccn2)C1` (stereo not given) gave TEAD-YAP inh -4.0, MITF inh 5.0, GPR151 activ -1.1 and FBW7 act -0.1.
O=C1NC(=O)C(Cc2ccccc2)(C2CCN(C(=O)c3cc(-c4ccccc4)no3)CC2)N1 (stereo not given) was read as TEAD-YAP inh 7.3, MITF inh 8.6, GPR151 activ -0.3 and FBW7 act 0.0.
Screening CC(C)CNc1nccn2c(-c3cccc(O)c3)cnc12 returned TEAD-YAP inh -6.1, MITF inh -1.9, GPR151 activ -0.2 and FBW7 act 0.2.
For Cc1nn(-c2ccccc2)c(C)c1[N+](=O)[O-] the results were TEAD-YAP inh -15.9, MITF inh 7.1, GPR151 activ -0.6 and FBW7 act 0.2.
`O=C(O)CC1(CC(=O)Nc2ccc(Cl)c(Cl)c2)CCCC1` gave TEAD-YAP inh 1.7, MITF inh 2.2, GPR151 activ -0.6 and FBW7 act 0.1.
Screening CC1(C)CC(=O)C(C=Nc2ccc3c(c2)OCO3)=C(O)C1 returned TEAD-YAP inh -44.1, MITF inh 2.3, GPR151 activ 0.9 and FBW7 act 0.0.
Screening COC(F)(C(=O)Nc1cc(Sc2ccccc2)cc([N+](=O)[O-])c1)C(F)(F)F (stereo not given) returned TEAD-YAP inh -23.9, MITF inh 7.9, GPR151 activ 0.3 and FBW7 act 0.0.
Screening Oc1ccccc1C=Nc1ccc(N2CCOCC2)cc1 returned TEAD-YAP inh -4.8, MITF inh 17.9, GPR151 activ -2.0 and FBW7 act -0.7.
`Cc1cc(F)ccc1NC(=O)c1cccs1` gave TEAD-YAP inh -2.4, MITF inh -2.8, GPR151 activ -0.1 and FBW7 act 0.2.
For COc1ccc(N2CC(O)=C(c3nc4ccccc4[nH]3)C2=N)c([N+](=O)[O-])c1 the results were TEAD-YAP inh 3.8, MITF inh 11.4, GPR151 activ 0.8 and FBW7 act 0.2.
